Source: PubChem BioAssay (National Center for Advancing Translational Sciences (NCATS))
LmPK inh: qHTS Assay for Inhibitors of Leishmania Mexicana Pyruvate Kinase (LmPK); Q27686; purified LmPK, Kinase-Glo ATP luminescence, 1 h; Potency, µM (top dose mostly 57.5 µM), inactives show at the top dose activity change, negative = inhibition, hits mostly inhibitors; 0.37% of 290,000 active; AID 1721, 2009; note: potency is the fitted concentration of half-maximal effect; % is set by controls: 0 for no effect and ±100 for the full control effect
Target sequence (Q27686 whole entry, looked up): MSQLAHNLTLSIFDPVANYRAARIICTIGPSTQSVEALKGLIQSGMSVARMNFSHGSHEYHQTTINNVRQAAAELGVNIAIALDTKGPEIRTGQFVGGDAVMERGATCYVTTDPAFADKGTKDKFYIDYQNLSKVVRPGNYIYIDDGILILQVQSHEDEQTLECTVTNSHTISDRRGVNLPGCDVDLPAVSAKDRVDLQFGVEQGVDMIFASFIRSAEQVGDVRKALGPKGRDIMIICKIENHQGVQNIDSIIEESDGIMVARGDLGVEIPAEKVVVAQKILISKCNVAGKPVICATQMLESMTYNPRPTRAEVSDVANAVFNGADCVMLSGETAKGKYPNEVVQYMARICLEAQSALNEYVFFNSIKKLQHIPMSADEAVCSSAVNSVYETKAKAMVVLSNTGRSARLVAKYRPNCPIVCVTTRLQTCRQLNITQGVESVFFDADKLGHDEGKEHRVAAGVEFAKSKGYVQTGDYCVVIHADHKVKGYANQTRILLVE
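Kinase-Glo luminescence read after 1 h RT reaction of 0.1 nM LmPK with 0.5 mM PEP and 0.1 mM ADP. Activity scaled between uninhibited and enzyme-free controls.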
AMA1 RON2 block: qHTS for Inhibitors of AMA1-RON; Towards Development of Antimalarial Drug Lead: Primary Screen | AID 720542, 2013 | Plasmodium falciparum AMA1 (3D7) - RON2 peptide interaction | 0.2% of 360,000 active | Potency, µM (highest dose often 58.2 µM), for inactives: at the highest dose activity change, negative = inhibition, actives largely listed as inhibitors | AlphaScreen AMA1-biotinylated RON2 peptide binding;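 note: potency is the fitted concentration of half-maximal effect; 0% = vehicle wells and -100% = peptide control; nearly all actives have a fitted effect of over 45% in size; some results filed as inactive show a strong effect at the top dose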
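AMA1 (3D7) with his tag at 25 nM final met compounds first, then biotinylated RON2 peptide at 25 nM; detection used donor plus acceptor beads, 10 µg/mL apiece, read by AlphaScreen after 30 min at room temperature.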
CHX counter: Cycloheximide Counterscreen for Small Molecule Inhibitors of Shiga Toxin; max response, %; 12% of 300,000 active; cell reporter, cycloheximide protein synthesis inhibition counterscreen; in the data active = max response mostly above about 13%, no sharp cut-off; inactive = mostly below about 14%; note: read at 38.3 µM for the half of the compounds with a filed dose; 0% is about no effect
Tb PYK inh: qHTS of Trypanosoma Brucei Inhibitors; pyruvate kinase (Trypanosoma brucei), Q57TT1; TbPYK enzyme, Kinase-Glo Plus ATP luminescence, 45 min; Potency, µM (highest dose often 76.8 µM), without a hit: top-dose activity, negative = inhibition, actives largely listed as inhibitors; 0.12% of 410,000 active; AID 624173, 2012; note: potency is the fitted concentration of half-maximal effect; % is set by controls: 0 for no effect and ±100 for the full control effect; nearly all actives have a fitted effect of over 50% in size
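ADP (130 uM final) triggers the TbPYK reaction after compound addition; incubation is 45 min at room temperature. Kinase-Glo Plus is then added and luminescence imaged. Normalized data are fitted to concentration-effect curves.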
Pf growth 96h: Primary qHTS for delayed death inhibitors of the malarial parasite plastid, 96 hour incubation | P. falciparum luciferase reporter growth, 96 h | Potency, µM (titrated, usually from 28.7 µM), for inactives: at the top dose activity change, negative = inhibition, actives largely listed as inhibitors | 6.9% of 320,000 active; note: potency is the fitted concentration of half-maximal effect; % is set by controls: 0 for no effect and ±100 for the full control effect
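Plates of compound plus infected erythrocytes (2% hematocrit, 0.05% parasitemia final) incubate 96 hours, 37 C, 5% CO2. Detection reagent added; reduced luminescence from the parasites' luciferase reporter flags inhibition.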
Shiga inhibitor: A qHTS for Small Molecule Inhibitors of Shiga Toxin; Vero cells, Shiga toxin protein synthesis inhibition reporter; inhibition, % at 38.7 µM; 9.2% of 290,000 active; AID 2315, 2010; in the data active = inhibition mostly above about 28%, no sharp cut-off; inactive = mostly below about 43%; note: 0% is about no effect
Pf growth 48h: Primary qHTS for delayed death inhibitors of the malarial parasite plastid, 48 hour incubation | P. falciparum luciferase growth in erythrocytes, 48 h | Potency, µM (doses to about 28.7 µM), for the others: top-dose activity change, negative = inhibition, hits mostly inhibitors | 5.9% of 310,000 active | AID 504832, 2011; note: potency is the fitted concentration of half-maximal effect; % is set by controls: 0 for no effect and ±100 for the full control effect
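In quantitative HTS format, infected erythrocytes bearing luciferase-reporter parasites were treated for a single generation at 37 C. Luminescence after adding detection reagent served as the growth measure.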
* marks the source's active call; other numbers are inactive results; ? = inconclusive; . = not tested or not shown; [ ] = dose if it differs, or a comment. Unless noted, calls come from the whole dose curve; as a rule, active = well fitted curve in the direction sought with a large enough effect; inconclusive = small, poorly fitted or top-dose-only effect, or another doubt; inactive = no such curve, though single readings can be large; an effect the other way counts as inactive or inconclusive.

SMILES	LmPK inh	AMA1 RON2 block	CHX counter	Tb PYK inh	Pf growth 96h	Shiga inhibitor	Pf growth 48h
O=C(COC(=O)c1ccccc1OC(F)F)Nc1ccc(N2CCCCC2)cc1	.	6%[11.6 µM]	.	-4%	31%[activator]	.	38%[activator]
COc1ccc(S(=O)(=O)N2Cc3ccccc3CC2C(=O)N2CCOCC2)cc1 (centres undefined)	0%	6%	-5	13%	.	-5	-7%
COc1ccc2nc(SCC(=O)Nc3ccc4[nH]c(=O)[nH]c4c3)[nH]c2c1	.	-1%	.	2%	-8%	.	-1%
COC(=O)c1ccccc1N1C(=O)[C@@H]2C(c3ccc(F)cc3)=NO[C@@H]2C1=O	-1%	-9%	-4	12%	?	21	18%
O=C(CCc1ccncc1)NC1CCCc2c1cnn2-c1cc(F)cc(F)c1 (centres undefined)	-10%	14%	-8	-1%	?	-6	19%
Cn1cccc1C(=O)NC1CCCCCC1	.	0%	.	-8%	244%[activator]	.	321%[activator]
CC(OC(=O)CCc1nc2ccccc2c(=O)[nH]1)C(=O)c1ccc(C(C)(C)C)cc1 (centres undefined)	5%	-2%	22*	-15%	-9%	60*	2%
N#Cc1c(SCC(N)=O)nsc1SCc1ccc(Cl)cc1	0%	11%	5	4%	-21%	-8	?
CC(=O)c1ccc2c(c1)Cc1cc(C(C)=O)ccc1-2	1%	-1%	31*	4%	5.2µM*	134*	271%[activator]
CCc1ccc[n+](-c2[nH]c(=O)sc2/C=N/N=C(\[O-])c2ccncc2)c1	-2%	7%	-1	-24%	26%	-4	32%[activator]
CCOC(=O)c1c(C)nn(-c2ccc(NC(=O)c3cccs3)cc2)c1C	-3%	-7%	17	-3%	3.3µM*	35	15µM*
Cc1sc2nc(SC(C)C)nc(N)c2c1C	-2%	10%	9	-2%	.	28	-17%
CC1CC(C)CN(S(=O)(=O)c2cc3c4c(c2)CCN4C(=O)CC3)C1 (centres undefined)	.	0%	.	7%	?	.	-10%
CCOc1ccc(C2CC(=O)N(Nc3ccc([N+](=O)[O-])cc3[N+](=O)[O-])C2=O)cc1 (centres undefined)	0%	-3%	1	-11%	39%[activator]	1	51%[activator]
CC(C)CCNC(=O)CCCc1ccccc1	3%	5%	8	0%	12%	44	38%[activator]
CCOC(=O)N1CCC(Nc2c(NCCCN3CCN(CC)CC3)c(=O)c2=O)CC1	-1%	10%	-5	-4%	.	-6	?
O=C(O)C(Cc1c[nH]c2ccccc12)N1C(=O)C2C3c4ccccc4C(c4ccccc43)[C@@H]2C1=O (some centres undefined)	3%	-10%	1	1%	?	-11	-9%
CSCCC(NC(C)=O)C(=O)OCC(=O)N(c1ccccc1)c1ccccc1 (centres undefined)	0%	0%[2.32 µM]	-2	-4%	27%	-7	4%
CC(=O)c1c(N2CCN(c3ccccn3)CC2)nc(=S)n(-c2ccccc2)c1C	-3%	-3%	5	4%	-2%	-3	?
Cc1sc2nc3c4ccccc4c(NCc4ccco4)nn3c(=O)c2c1C	-9%	-5%	73*	-9%	5.9µM*	135*	59%[activator]

Filtered by structure: the compounds so far containing an aryl methoxy group (2)
SMILES	LmPK inh	AMA1 RON2 block	CHX counter	Tb PYK inh	Pf growth 96h	Shiga inhibitor	Pf growth 48h
COc1ccc(S(=O)(=O)N2Cc3ccccc3CC2C(=O)N2CCOCC2)cc1 (centres undefined)	0%	6%	-5	13%	.	-5	-7%
COc1ccc2nc(SCC(=O)Nc3ccc4[nH]c(=O)[nH]c4c3)[nH]c2c1	.	-1%	.	2%	-8%	.	-1%

Continuation.
SMILES	LmPK inh	AMA1 RON2 block	CHX counter	Tb PYK inh	Pf growth 96h	Shiga inhibitor	Pf growth 48h
CCC(=O)c1ccc(OCc2ccc(C(=O)OC)cc2)cc1	3%	12%	113*	6%	-14%	100*	290%[activator]
CC(NCc1cc(Br)ccc1OCC(N)=O)C12CC3CC(CC(C3)C1)C2 (centres undefined)	1%	-4%	-1	-11%	-7%	.	?
CCS(=O)(=O)N1CCC(C(=O)Nc2ccc3c(c2)CCC3)CC1	-5%	16%	-4	-7%	?	-16	-18%
CCOc1ccc(N(Cc2cc3ccc(C)cc3[nH]c2=O)C(=O)COC)cc1	0%	-2%	24*	-1%	?	29	-10%
O=C(Oc1ccccc1)N1CCCC1	-6%	10%	-3	2%	50%[activator]	1	40%
COC(=O)C1=C(C)NC(=S)NC1c1sccc1C (centres undefined)	12%	3%	-5	-1%	?	-9	21%
Cc1ccnc(Nc2nc(-c3ccc(O)c(O)c3)cs2)c1	?	35%[activator]	40*	-7%	?	97*	?
Cc1nn(CC(=O)NCc2cccnc2)c(C)c1[N+](=O)[O-]	2%	-24%	10	-15%	2%	-13	5%
Cc1ccc(SCC(=O)Nc2oc(C)c3c(C)n[nH]c(=O)c23)cc1C	.	-3%	.	-2%	10%	.	0%
CCCCc1nc(NCCO)c(C#N)c2c1CCCC2	1%	-14%	-8	-1%	29%	-10	-36%
CC(=O)Nc1ccc(NC(=O)CSc2ccc(C)cc2)cc1	1%	5%	7	-2%	?	20	.
O=C(Nc1ccccc1Cl)c1cnccn1	-4%	25%	11	1%	-83%	41	18%
O=C(O)c1ccc(S(=O)(=O)N2CCCC2)cc1	0%	-2%	-2	-7%	?	-5	-1%
CCOC(=O)C1CCCN(C(=O)c2cc3c(=O)n4ccccc4nc3s2)C1 (centres undefined)	-12%	-17%	-1	11%	27%	-25	1%
O=C(NCCCCNC(=O)c1ccccn1)c1ccccn1	8%	33%[activator]	5	-7%	54%[activator]	-18	-3%
O=C(CSc1ccsc1[N+](=O)[O-])N1CCCCC1	1%	-17%	27	-1%	-25%	7	13%
CC(C)CC1(C(=O)NCc2ccccn2)C=CCN1C(=O)c1ccccc1 (centres undefined)	1%	19%	1	4%	-15%	13	5%
CS(=O)(=O)N1CCC(C(=O)NCCN2CCN(Cc3ccccc3)CC2)CC1	4%	11%	-2	-6%	65%[activator]	-4	0%
Cc1ccc(Nc2c3c(nc4ncnn24)CC(C)CC3)cc1 (centres undefined)	1%	16%	6	-5%	.	47	?
Cc1ccc(S(=O)(=O)N2CCC(C(=O)OCC(=O)N3CCCCC3C)CC2)cc1C (centres undefined)	.	-13%	.	-4%	33%[activator]	.	24%

Reformatted with bars between the fields: entries from further up.
Structure | LmPK inh | AMA1 RON2 block | CHX counter | Tb PYK inh | Pf growth 96h | Shiga inhibitor | Pf growth 48h
CCCCc1nc(NCCO)c(C#N)c2c1CCCC2 | 1% | -14% | -8 | -1% | 29% | -10 | -36%
CC(NCc1cc(Br)ccc1OCC(N)=O)C12CC3CC(CC(C3)C1)C2 (centres undefined) | 1% | -4% | -1 | -11% | -7% | . | ?

Carrying on.
SMILES	LmPK inh	AMA1 RON2 block	CHX counter	Tb PYK inh	Pf growth 96h	Shiga inhibitor	Pf growth 48h
COc1ccccc1Nc1ncccc1C(=O)NCc1ccccc1	-2%	-10%	1	-1%	?	5	.
O=C(CSc1nncs1)NNC(=O)c1ccco1	.	-10%	.	0%	-14%	.	-6%
O=C(OCCN=C1NS(=O)(=O)c2ccccc21)c1ccccc1F	5%	-7%	-8	3%	-13%	-1	-16%
O=[N+]([O-])c1ccc(S(=O)(=O)NCC(c2cccnc2)N2CCc3ccccc32)cc1 (centres undefined)	.	-21%	.	-3%	15µM*	.	12µM*
CCOc1ccc(CN2CCN(CC(O)Cn3c4ccccc4c4ccccc43)CC2)cc1 (centres undefined)	0%	11%	-6	-6%	?	-15	2.1µM*
Cc1cc(C)n(-c2nncn2NC(=O)c2ccc(Cl)cc2O)n1	5%	35%[activator]	7	-3%	68%[activator]	-22	9%
Fc1ccc(Oc2ncccn2)c(F)c1	-1%	0%	-4	-5%	17%	15	12%
Cc1c(NS(=O)(=O)c2ccc(Br)cc2)c(=O)n(-c2ccccc2)n1C	2%	-4%	17*	-2%	?	18	-21%
COc1cccc(C2CC(c3cccs3)=NN2C(=O)CSC2=NN3CCCC(=O)N=C3S2)c1OC (centres undefined)	5%	-4%	-4	-1%	0.47µM*	10	7.4µM*
O=C(Nc1ccc(CN2CCCCC2)cc1)c1cccc(F)c1	2%	26%	31*	-4%	13%[5.75 µM]	39*	9%
Nc1nonc1C(=O)OCC(=O)N1CCCCC1	1%	2%	-1	3%	.	18	.
Oc1c(CN2CCCC(C(F)(F)F)C2)cc(Cl)c2ccccc12 (centres undefined)	-1%	-2%	18	1%	?	10	?
Cc1ccc(NC(=O)COC(=O)CCc2c(C)nc3nc(N)nn3c2C)cc1C	.	6%	.	-1%	14%	.	-1%
Cc1ccc(C)c(C(=O)COC(=O)c2cc([N+](=O)[O-])ccc2N2CCOCC2)c1	.	-18%	.	-2%	15µM*	.	?
COC(=O)CN1C(=O)[C@H]2[C@@H](c3ccc(C)o3)N3C(=O)CN(Cc4ccccc4)C(=O)[C@@]3(Cc3ccccc3)[C@H]2C1=O	-2%	38%[activator]	-1	-14%	18%	-5	?
O=C(OCc1cccc2ccccc12)c1ccc2c(=O)[nH]c(CN3CCOCC3)nc2c1	12%	2%	-3	0%	?	16	-4%
COc1ccc(CC(=O)Nc2ccc3c(c2)CCC3)cc1S(=O)(=O)N1CCOCC1	8%	-18%	1	1%	0%	5	-21%

One compound at a time, as listed above. Order of screens: LmPK inh | AMA1 RON2 block | CHX counter | Tb PYK inh | Pf growth 96h | Shiga inhibitor | Pf growth 48h
`CCOc1ccc(CN2CCN(CC(O)Cn3c4ccccc4c4ccccc43)CC2)cc1` (centres undefined) in the list: 0% | 11% | -6 | -6% | ? | -15 | 2.1µM*
`COc1ccccc1Nc1ncccc1C(=O)NCc1ccccc1` in the list: -2% | -10% | 1 | -1% | ? | 5 | .
`O=[N+]([O-])c1ccc(S(=O)(=O)NCC(c2cccnc2)N2CCc3ccccc32)cc1` (centres undefined) in the list: . | -21% | . | -3% | 15µM* | . | 12µM*
`O=C(OCc1cccc2ccccc12)c1ccc2c(=O)[nH]c(CN3CCOCC3)nc2c1` in the list: 12% | 2% | -3 | 0% | ? | 16 | -4%
